From PubChem
Growth percent in the NCI-60 one-dose screen (48 h, 10 µM unless noted): 100 = growth as untreated, 0 = no growth, -100 = all killed.
HOP-62: HOP-62 NSCLC; hit rate 3.9% among 80,000
EKVX: EKVX NSCLC | hit rate 3% among 71,000 | AID 1794765
A549/ATCC: A549/ATCC NSCLC | AID 1794740 | hit rate 3.7% among 81,000
HOP-92: HOP-92 NSCLC cells. hit rate 6.3% among 71,000
SK-MEL-2: SK-MEL-2 melanoma; hit rate 4.7% among 77,000; AID 1794763
SK-MEL-28: SK-MEL-28 melanoma | hit rate 4.1% among 81,000
M14: M14 melanoma | hit rate 6.2% among 80,000
SK-MEL-5: SK-MEL-5 melanoma; hit rate 6.4% among 80,000; AID 1794755
Active calls of the source: *; x = no result given; & = joins results of further samples; ! = a repeat was not active. How the source made its calls: active means growth percent below 10; inactive means the rest.

SMILES	HOP-62	EKVX	A549/ATCC	HOP-92	SK-MEL-2	SK-MEL-28	M14	SK-MEL-5
CCOC(=O)c1c(NCC(=O)Nc2ccc(Cl)cc2[N+](=O)[O-])sc(C(C)=O)c1C	88.8	76.9	99.7	82.4	99.4	111.0	95.3	98.4
CCCCCCCCCC(C)(O)C#CC(C)(O)CCCCCCCCC (stereo unspecified)	103.5	105.9	101.0	117.7	115.2	114.9	110.4	100.6
Cc1cc(C)c2c(N)c(C(=O)c3ccc4ccccc4c3)sc2n1	107.7	91.5	93.8	97.4	113.7	113.1	111.8	87.7
Cc1ccc(S(=O)(=O)NCCCNc2nccc(-c3c(-c4cccc(N)c4)nc4sccn34)n2)cc1	104.7	81.8	70.5	114.1	106.5	90.4	69.6	51.1
CN1C(=O)C(C(=O)/C=C/c2ccccc2C(=O)O)C(=O)N(C)C1=O	91.3	104.8	97.4	x	105.5	109.3	99.0	107.8
CCOC(=O)c1noc2c1CCc1c-2cn(Cc2ccc(OC)cc2)c1-c1cc(OC)c(OC)c(OC)c1	22.8	48.6	43.5	63.4	35.4	58.1	3.0*	16.9
C/C=C(C)/C=N/Nc1nc(-c2ccc(C)cc2)cs1	91.8	67.3	85.2	90.1	93.1	100.5	90.0	58.8
CCC/C(=N\NC(N)=O)C(OC)OC	109.3	110.8	93.6	68.4	104.2	96.4	96.9	100.0
CC(C)n1c(=O)[nH]c(=O)n1C(C)C	90.2	113.5	108.2	x	107.6	115.7	104.4	111.2
CCCC(CC)N(c1ccc(Cl)cc1)c1nc(-c2ccc(Br)cc2)cs1 (stereo unspecified)	77.5	70.1	69.2	75.6	96.5	103.8	83.0	95.2
O=C(/C=C/c1ccccc1)c1cccc(N=Cc2ccccc2O)c1	101.0	96.3	74.4	x	94.7	111.4	88.5	93.4
CCN(CC)CCCNc1nc(C)cc(Nc2ccc3nc(C)cc(N)c3c2)n1	81.0	96.2	81.0	97.5	36.1	111.3	96.6	112.5

4 neighbouring records from above, quoted:
SMILES	HOP-62	EKVX	A549/ATCC	HOP-92	SK-MEL-2	SK-MEL-28	M14	SK-MEL-5
C/C=C(C)/C=N/Nc1nc(-c2ccc(C)cc2)cs1	91.8	67.3	85.2	90.1	93.1	100.5	90.0	58.8
CCC/C(=N\NC(N)=O)C(OC)OC	109.3	110.8	93.6	68.4	104.2	96.4	96.9	100.0
CC(C)n1c(=O)[nH]c(=O)n1C(C)C	90.2	113.5	108.2	x	107.6	115.7	104.4	111.2
CCCC(CC)N(c1ccc(Cl)cc1)c1nc(-c2ccc(Br)cc2)cs1 (stereo unspecified)	77.5	70.1	69.2	75.6	96.5	103.8	83.0	95.2

(more compounds)
SMILES	HOP-62	EKVX	A549/ATCC	HOP-92	SK-MEL-2	SK-MEL-28	M14	SK-MEL-5
COc1ccc(C2CC(c3cccc(Nc4ccncc4)c3)=NN2c2ccccc2)cc1 (stereo unspecified)	43.9	87.2	39.9	47.6	71.7	-88.3*	-46.0*	49.2
CCC(=O)Oc1cccc(OC(=O)CC)c1	88.7	96.8	98.5	86.5	112.1	120.9	104.8	111.1
CCOC(C)=N	100.7	134.2	101.1	89.7	110.3	112.3	97.5	109.5
Cc1cccc(C)c1NC(=O)c1ccccc1C(=O)O	99.6&107.9	105.2&99.0	101.7&99.2	79.0	109.5&104.4	94.3&122.3	96.6&101.0	97.2
COc1cc(/C=N\NC(=O)c2c(C)nn(CC(O)c3ccccc3)c2N)ccc1OC(F)F (stereo unspecified)	98.9	x	96.8	109.2	106.5	111.4	113.0	95.4
O=C(COc1ccccc1)Nc1ccc(-c2nc3ccccc3s2)c(Cl)c1	94.9	75.5	x	87.2	91.8	111.2	111.6	100.7
CCOc1ccc(NC(=S)NC(=O)c2ccco2)cc1	120.7	104.6	97.9	x	109.8	127.5	113.9	106.3
CC(C)OC(=S)NC(=O)c1ccccc1	92.7	101.9	100.6	104.4	97.1	116.2	93.8	98.2
O=C(O)CN(Cc1ccccc1)Cc1ccccc1	103.5	106.3	89.7	78.6	94.8	99.9	106.3	94.6
CC12CCC(=O)N1CCc1cncn12 (stereo unspecified)	104.0	102.5	103.1	104.8	105.8	104.3	112.1	100.4
COc1cc(-c2nn(-c3cccc(NC(=O)NCCNC(=O)c4cccc(C(F)(F)F)c4)c3)cc2-c2ccncc2)ccc1Cl	59.6	60.1	31.3	42.5	21.5	57.6	15.3	7.2*
N#Cc1nc(-c2ccccc2)oc1S(=O)(=O)N1CCN(c2ccccc2)CC1	104.4	115.6	99.9	115.9	84.4	106.2	81.1	90.0
O=C1N=c2ccccc2=C1c1sc(=S)n(C2CC(=O)N(c3ccc(Cl)cc3)C2=O)c1O (stereo unspecified)	93.2	101.4	107.0	98.6	102.2	109.3	98.7	101.6
Nc1ncnc2c1c(-c1ccc(Oc3ccccc3)cc1)nn2C[C@H]1SSC[C@H]1O	20.1	7.0*	-35.8*	-4.5*	-75.1*	-16.3*	-66.7*	-92.5*
Nc1ncnc2nc(Br)[nH]c12	98.0	105.1	77.1	94.7	102.3	113.8	92.1	100.3
Cn1cc(-c2cc3nc(-c4c[nH]c5ccc(Br)cc45)cc(N)n3n2)c2ccccc21	-74.4*	-79.4*	-71.7*	-73.6*	-86.5*	-96.6*	-85.5*	-77.8*
Clc1ccc2nc(-c3c[nH]c4ccccc34)cc(-c3ccccc3)c2c1	103.5	94.8	78.0	78.3	92.7	140.5	91.8	82.5
C#CCOc1ccc(C2=NN(C(C)CC)C3N=C(Cl)c4ncn(C(C)CC)c4N23)cc1OCC#C (stereo unspecified)	98.9	98.0	94.2	84.0	108.5	105.7	101.7	85.0
CCCCC(CC)C(C#CC(C(CC)CCCC)N(C)C)N(C)C (stereo unspecified)	102.7	100.3	107.0	x	x	106.6	104.0	99.0
COc1ccc(C(=O)OCCN(C)C)cc1	92.3	103.1	92.6	84.4	104.0	107.8	96.7	100.0
CCOC(=O)C1=C(C)N2C(=NC3=C(CCCC/C3=C\c3cc(OC)c(OC)c(OC)c3)C2c2cc(OC)c(OC)c(OC)c2)S1 (stereo unspecified)	50.0	x	60.3	x	x	82.9	79.0	x
c1ccc(N2c3ccccc3Sc3ccccc32)cc1	111.1	81.2	100.4	x	88.8	103.4	108.6	103.2
O[C@H]1c2ccccc2-c2c3c(cc4c2[C@@H]1NCC4)OCO3	86.3	85.3	90.2	80.5	106.0	116.7	103.6	x
Cc1nn(-c2ccccc2)c2ncn(CC(=O)N/N=C/c3c[nH]c4ccccc34)c(=O)c12	95.6	61.2	85.4	80.5	86.3	113.5	92.3	85.5
CN1CCN(c2nc(SCc3ccccc3)nc(-c3ccc(F)cc3)c2C#N)CC1	89.7	79.8	61.7	77.3	92.3	91.0	81.9	66.3
COc1cc(Cl)cc(-c2nn(C(=O)NCCN3CCOCC3)cc2-c2ccncc2)c1	56.7	93.4	60.7	x	78.3	61.4	62.0	35.5
COc1ccc(NC(=O)Nc2ccc(-c3ccc(NC(=O)Nc4ccc(OC)cc4)c(C)c3)cc2C)cc1	91.0	x	96.2	x	x	100.9	101.3	97.9
c1ccc2c(c1)oc1c3cccnc3ccc21	86.7	64.4	94.1	x	96.9	92.7	100.2	96.7
COc1ccc(-c2nc3sccn3c2/C=C/C(=O)c2ccc[nH]2)cc1	101.8	77.4	100.8	60.4	112.4	117.4	102.7	63.1
CSCC(C(=O)NCc1ccc(Cl)cc1Cl)N1C(=O)C2CCCCC2C1=O (stereo unspecified)	105.3	101.4	94.1	x	97.6	117.4	111.1	97.4
COc1ccc(-c2nc3ccc(Cc4ccc5nc(-c6ccc(OC)cc6)[nH]c5c4)cc3[nH]2)cc1	49.1	x	48.5	77.9	41.2	82.3	40.1	13.5
CN(C)C1CC(c2cccs2)(C2CCCCC2)CCC1=O (stereo unspecified)	104.9	94.1	107.3	74.2	108.2	96.4	104.8	95.7
c1ccc(NC2CCCCC2)cc1	85.7	92.8	95.6	105.2	92.9	116.5	97.2	99.0
OC1CCSc2ccc3ccccc3c21 (stereo unspecified)	107.2	109.7	99.5	84.2	91.7	112.0	93.2	101.1
CS(=O)(=O)c1ccc(-c2nc3cc(Cl)ccc3n2CC(=O)c2n[nH]c(=S)o2)cc1	77.9	98.7	95.4	95.4	92.1	101.1	94.1	106.3
COc1cccc(-c2cc(-c3ccc(NS(=O)(=O)c4ccc(C)cc4)cc3)[nH]c(=O)c2C#N)c1	70.4	89.1	100.6	68.0	84.7	101.7	105.1	73.9
CN(C)CCCNc1nc(=O)n(Cc2ccc(F)cc2)c(=O)n1Cc1ccc(F)cc1	95.6	x	99.3	90.4	112.4	101.7	100.3	108.2
O=C(NC1(C(=O)O)CCCC1)C(Cl)Cl	96.1	100.4	97.3	90.4	123.1	106.1	111.6	104.2
Cc1cc(O)c(=O)cc2c1C[C@H]1CC(C)(C)/C=C/C[C@]3(C)Oc4cc(=O)c(O)cc(C)c4C[C@H]3C[C@H](O)[C@@]1(C)O2	-12.4*	3.9*	-0.2*	-16.1*	-27.1*	5.5*!	-25.9*	-46.5*
COc1ccccc1Nc1ccc2c(O)cc(S(=O)(=O)O)cc2c1	102.1	101.3	106.2	110.8	101.6	113.8	106.7	110.6
Cc1c(-c2cnc3ccc(Br)cc3c2C(=O)O)nnn1-c1ccc([N+](=O)[O-])cc1	88.4	110.3	96.4	77.2	102.5	107.5	98.4	108.4
CCCCCCCOc1ccc(S(=O)(=O)Nc2ccccc2N)cc1	99.5	94.7	90.9	87.9	89.4	107.9	100.3	95.1
COC(=O)c1ccc(Cl)cc1	99.8	100.7	102.7	83.8	103.7	104.5	95.9	96.6
C/C(=N/NC(=O)Cn1c2ccccc2c2ccncc21)c1cccs1	100.2	103.5	84.7	92.0	96.6	108.3	104.3	99.4
O=[N+]([O-])c1cc([N+](=O)[O-])c2ccc(S(=O)(=O)O)cc2c1O	97.8	120.2	107.0	88.1	120.9	104.2	x	116.9
O=c1c(-c2nc3ccccc3s2)cc2c(n1NS(=O)(=O)c1ccccc1)CCCCCC2	91.7	94.9	98.4	87.4	92.8	103.5	100.6	99.1
COc1cc2c(cc1O)c(=O)n(CCN(C)C)c1c3cc4c(cc3ncc21)OCO4	-4.4*	9.2*	-56.0*	-16.6*	x	-7.5*	-23.3*	-50.9*
Clc1ccc2c(NCCN3CCN(c4ccnc(N5CCCC5)n4)CC3)ccnc2c1	77.3	63.0	24.6	23.3	92.4	-17.6*	-55.7*	-16.8*

An excerpt of these results, field by field.
COc1cc2c(cc1O)c(=O)n(CCN(C)C)c1c3cc4c(cc3ncc21)OCO4
  HOP-62: -4.4* | EKVX: 9.2* | A549/ATCC: -56.0* | HOP-92: -16.6* | SK-MEL-2: x | SK-MEL-28: -7.5* | M14: -23.3* | SK-MEL-5: -50.9*
CCCCCCCOc1ccc(S(=O)(=O)Nc2ccccc2N)cc1
  HOP-62: 99.5 | EKVX: 94.7 | A549/ATCC: 90.9 | HOP-92: 87.9 | SK-MEL-2: 89.4 | SK-MEL-28: 107.9 | M14: 100.3 | SK-MEL-5: 95.1
O=[N+]([O-])c1cc([N+](=O)[O-])c2ccc(S(=O)(=O)O)cc2c1O
  HOP-62: 97.8 | EKVX: 120.2 | A549/ATCC: 107.0 | HOP-92: 88.1 | SK-MEL-2: 120.9 | SK-MEL-28: 104.2 | M14: x | SK-MEL-5: 116.9
CN(C)CCCNc1nc(=O)n(Cc2ccc(F)cc2)c(=O)n1Cc1ccc(F)cc1
  HOP-62: 95.6 | EKVX: x | A549/ATCC: 99.3 | HOP-92: 90.4 | SK-MEL-2: 112.4 | SK-MEL-28: 101.7 | M14: 100.3 | SK-MEL-5: 108.2

(listing goes on)
SMILES	HOP-62	EKVX	A549/ATCC	HOP-92	SK-MEL-2	SK-MEL-28	M14	SK-MEL-5
COc1ccc(-c2nn(-c3ccccc3)cc2C2Nc3ccccc3S2)cc1 (stereo unspecified)	84.4	108.0	91.5	81.3	82.7	97.4	85.7	101.2
COc1ccc(-c2nn(-c3cccc(NC(=O)c4cccc(C(F)(F)F)c4)c3)cc2-c2ccncc2)cc1Cl	41.9	x	19.8	x	x	40.6	7.7*	23.7
Nc1ccc(S(=O)(=O)c2ccc(Br)cc2)cc1	90.8	x	110.5	x	x	104.1	x	111.3
N#Cc1ccc(Cn2c(-c3cscn3)nc3c(Cl)cccc32)cc1	93.5	81.9	82.9	75.7	78.1	117.2	95.1	84.8
CC(C)(O)c1cncc(-c2ccc3ncnc(NCc4ccccc4)c3c2)c1	66.0	32.7	85.0	72.3	107.4	88.0	105.4	87.6
Cc1cc2c(cc1C)[n+](=O)c(C(=O)c1ccccc1)c(C(F)F)n2[O-]	86.8	57.7	60.2	51.5	63.0	101.5	77.1	43.3
CC1=Nc2ccccc2C1(C)C	106.2	115.6	90.4	64.5	97.0	101.9	99.3	104.1
Oc1ccc(Cl)cc1C(c1cc(Cl)ccc1O)C(Cl)(Cl)Cl	14.1	13.7	28.7	-25.3*	49.2	38.8	0.9*	29.1
Cn1cc2c(c1-c1ccccc1)CCc1cnoc1-2	97.5	60.7	94.7	86.0	117.4	121.0	99.9	100.3
COc1ccc(NC(=O)CSc2oc(-c3ccccc3)nc2S(=O)(=O)c2ccc(Br)cc2)c(OC)c1	75.0	94.8	70.2	61.5	76.2	93.9	93.9	85.5
CC(=O)c1ccc(NS(=O)(=O)c2c(O)c3cc(Cl)ccc3oc2=O)cc1	99.5	95.8	91.3	105.7	103.3	111.0	104.0	102.7
CCN(CC)c1ccc(CN(C)Cc2ccc(Br)cc2)cc1	x	77.8	105.1	53.5	101.0	97.3	98.3	87.7
